mcGAS MS inh: blocks mouse cGAS cGAMP production. Q8C6L5. recombinant mouse cGAS, cGAMP by RapidFire MS. inhibition, % at 12.5 µM. actives 0.18% (n = 130,000);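 active = inhibition of cGAS enzyme activity at or above 60%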;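 note: enzyme stimulated by 45 bp dsDNA with ATP and GTP substrates; cGAMP share of summed cGAMP plus half ATP and half GTP signals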
Target sequence (Q8C6L5 whole entry, looked up): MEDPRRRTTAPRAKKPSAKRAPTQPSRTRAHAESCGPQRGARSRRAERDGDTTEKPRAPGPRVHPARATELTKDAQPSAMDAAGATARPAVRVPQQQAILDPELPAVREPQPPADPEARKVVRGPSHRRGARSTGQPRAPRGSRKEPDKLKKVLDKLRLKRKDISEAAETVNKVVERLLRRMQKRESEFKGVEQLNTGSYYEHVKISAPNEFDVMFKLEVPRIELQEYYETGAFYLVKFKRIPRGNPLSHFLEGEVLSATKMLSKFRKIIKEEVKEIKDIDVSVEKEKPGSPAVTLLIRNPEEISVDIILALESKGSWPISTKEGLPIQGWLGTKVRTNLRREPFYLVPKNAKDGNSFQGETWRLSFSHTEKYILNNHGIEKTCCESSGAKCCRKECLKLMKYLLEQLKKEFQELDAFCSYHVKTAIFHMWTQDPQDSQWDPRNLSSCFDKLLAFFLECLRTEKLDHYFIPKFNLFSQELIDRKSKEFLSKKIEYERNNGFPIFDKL
* = called active by the depositor; & = joins results of further samples.

| canonical_smiles | mcGAS MS inh |
| --- | --- |
| CCCCN(C)C(=O)c1sc(=O)n(Cc2ccccc2F)c1C | 0 |
| O=C(Cn1cnc2ccsc2c1=O)NCc1cccc(NC(=O)C2CC2)c1 | -3 |
| CCOC(=O)C1CCCCN1C(=O)c1cn(C)c2ccc(C)cc2c1=O (centres undefined) | -19 |
| CO/N=C(\C(=O)NC1C(=O)N2C(C(=O)O)=C(COC(N)=O)CSC12)c1ccco1 (centres undefined) | -5&4 |
| Cc1cn2nc(N3CCC4(CC3)CC4c3nnc(-c4cccc(F)c4)o3)sc2n1 (centres undefined) | -9 |
| CCCn1ccnc1CN1CCC(c2ccnc(-c3ccncc3)c2)C1 (centres undefined) | -18 |
| O=C(CC1CSc2nc3c(c(=O)n21)CCCC3)N1CCCCCC1 (centres undefined) | -7 |
| CCOC(=O)C1(C)CCCCCN1C(=O)c1ccc(C(=O)OC)cc1 (centres undefined) | 12 |
| CC1(C)CC2=C(C(NC(=O)c3ccc([N+](=O)[O-])cc3)C1)C1(O)CC(C)(C)CC(C)(C2)C1 (centres undefined) | -7 |
| CC(=O)Nc1nc(CSc2nncn2-c2ccc(C)cc2C)cs1 | -1 |
| CCCc1nc2oc3ccccc3c(=O)c2c(=O)n1-c1ccc(C)cc1 | -11 |
| CC(C)NC(=O)c1cn2cc(-c3ccc(C(F)(F)F)cc3)ccc2n1 | -8 |
| FC(F)(F)c1ccc(-n2cnc3ccccc32)nc1 | -10 |
| O=[N+]([O-])c1nccn1CC(O)CN1CCCCC1 (centres undefined) | -7 |
| Cc1ccc(NC2(C(=O)N3CC[C@H](O)[C@@H](O)C3)CCCCC2)cc1C | -15 |

No new results follow: 2 of the compounds above.
| canonical_smiles | mcGAS MS inh |
| --- | --- |
| O=[N+]([O-])c1nccn1CC(O)CN1CCCCC1 (centres undefined) | -7 |
| Cc1ccc(NC2(C(=O)N3CC[C@H](O)[C@@H](O)C3)CCCCC2)cc1C | -15 |

(next part)
| canonical_smiles | mcGAS MS inh |
| --- | --- |
| Nc1c(Oc2ccccc2F)ncnc1N1CCSCC1 | -2 |
| CN(c1ccccc1)S(=O)(=O)c1ccc(C(=O)Nc2c3c(nn2C)CCC3)cc1 | -3 |
| NCc1cc(-c2ccccc2F)on1 | -7 |
| Cc1cccc(CNCC(NC(=O)OC(C)(C)C)C(C)C)c1 (centres undefined) | -9 |
| CCC(COC)NC(=O)c1ccccc1OC1CCN(C(=O)COC)CC1 (centres undefined) | -7 |
| CC(=O)N1CCCN(CCOc2cc(Cl)cc(Cl)c2)CC1 | -4 |
| CC1(Cc2cccc(C#N)c2)C(=O)Nc2ccc(-c3cccc(C(F)(F)F)c3)cc21 (centres undefined) | -3 |
| O=P1(N(CCO)CCO)C=C(c2ccccc2)SC(c2ccccc2)=C1 | -10 |
| CCOC1CC(NS(=O)(=O)N(C)C)C12CCCCC2 (centres undefined) | -8 |
| N#Cc1cc(F)c(NCC2CC(=O)Nc3ccccc32)c(F)c1 (centres undefined) | -3 |
| COC(=O)Nc1cccc(NC(=O)c2c(Cl)c3ccccc3n2C)c1 | 8 |
| C=CCNc1ccccc1C(=O)N(Cc1c(C)nn(C)c1C)C(C)C | -11 |
| COc1ncccc1C(=O)NC(C)c1cnc(-c2ccncc2)nc1C (centres undefined) | -10 |
| O=C(CCS(=O)(=O)c1cccs1)NC1CCCCC1 | 9 |
| CCCN(Cc1nccn1C)C(=O)c1cnc(CC)nc1 | -14 |
| CC(C)(C)NC(=O)CCN1CCC(CN2CCOCC2)C1 (centres undefined) | -6 |
| OCc1cn(C2CCN(Cc3ccc(-c4ccccn4)cc3)CC2)nn1 | 2 |
| Cc1cc(CSCC(=O)Nc2ccc(F)cc2F)no1 | -12 |
| Cc1ccc(S(=O)(=O)N2CCNCC2)s1 | -11 |
| CC1(C(=O)O)CCCN1C(=O)c1ccco1 (centres undefined) | 1 |
| Nc1nc(Nc2ccccc2)nc(Nc2cccc(F)c2)c1[N+](=O)[O-] | 7 |
| CCC(C)NC(N)=NCC1(c2cccc(Cl)c2)CCCC1 (centres undefined) | -4 |
| Nc1nccc(-c2cccc3ccnn23)n1 | -14 |
| CC(Nc1ccc2nnnn2n1)C1CC2CCC1C2 (centres undefined) | -13 |
| CCCc1[nH][nH]c(=O)c1C(c1cccc(Cl)c1)C(C#N)C#N (centres undefined) | 42 |
| COC(=O)Cn1c(CN2CCN(c3ccccc3F)CC2)nc2c1c(=O)n(C)c(=O)n2C | -1 |
| CCOC(=O)c1[nH]ncc1CN1CCCC(N2CCN(c3ccccc3OC)CC2)C1 (centres undefined) | 5 |
| N#Cc1c(NC(=O)CSc2ncc3ccccn23)sc2c1CCC2 | -14 |
| Cn1cnc([N+](=O)[O-])c1NC1CCCCCC1 | -49 |
| CCn1c(C(=O)NCc2c(C)noc2C)cc2ccccc21 | -12 |
| Cc1nc(-n2nc(-c3ccco3)cc2NC(=O)c2ccc(Cl)cc2)[nH]c(=O)c1C | -1 |
| COC(=O)c1ccc(OCCOc2ccccc2OC)cc1 | -3 |
| Cc1cc(C)n2nc(CC(=O)NC(C)c3ccccc3-n3cccn3)nc2n1 (centres undefined) | -16 |
| CCCc1nc(C)c(C(=O)NCC(C)N2CCc3ccccc32)s1 (centres undefined) | -6 |
| CN(Cc1ccccc1)c1onc(-c2ccccc2)c1CNCc1ccco1 | -10 |
| CC(C)N(CCN1CCCCCC1)Cc1ccc(C(=O)O)cc1 | -3 |
| CCOCc1ccc(CNC(=O)C(NCC(F)(F)F)C(C)C)cc1 (centres undefined) | -6 |
| CCOCCCNC(=O)CSc1nnc(-c2ccc(OC)cc2)n1CC | -2 |
| OCCN(CCO)CC1CC2C=CC1C2 (centres undefined) | -2 |
| CCN(CC)C(CNC(=O)C1Cc2ccccc2S1)c1ccccc1 (centres undefined) | -4 |
| CCn1nnc2c(NCCC3=CCCCC3)ncnc21 | -15 |
| CN(Cc1ccccc1)c1nc2c(c(=O)[nH]c(=O)n2C)n1CCCc1ccccc1 | 0 |
| NC(=O)Nc1ccc(C(=O)OCc2ccc(Br)cc2F)cc1 | 0 |
| COc1ccc(NC(=O)C2CC(=O)N(Cc3ccccc3)C(=Nc3ccc(F)cc3)S2)cc1 (centres undefined) | 0 |
| CCc1c(C)sc2nc(SCC(=O)c3ccc[nH]3)n(CC)c(=O)c12 | 24 |

Laid out differently: results already given.
Cc1cc(C)n2nc(CC(=O)NC(C)c3ccccc3-n3cccn3)nc2n1 (centres undefined)
  mcGAS MS inh = -16
CCCc1nc(C)c(C(=O)NCC(C)N2CCc3ccccc32)s1 (centres undefined)
  mcGAS MS inh = -6
CN(Cc1ccccc1)c1onc(-c2ccccc2)c1CNCc1ccco1
  mcGAS MS inh = -10

(next part)
| canonical_smiles | mcGAS MS inh |
| --- | --- |
| C=CCn1c(CSc2ccc(C)cc2)n[nH]c1=S | -3 |
| O=C(NC(C1CC1)C1CC1)C1CC(c2ccc(Cl)s2)=NO1 (centres undefined) | -7 |
| CC1(C)CN(C(=O)c2cn(CC3CCCNC3)nn2)CCO1 (centres undefined) | -13 |
| CC1CCN(C(=O)c2ccc3c(c2)CCCN3S(C)(=O)=O)CC1 | -11 |
| CCc1ccc(N2CC(C(=O)OCC(=O)c3ccc([N+](=O)[O-])cc3)CC2=O)cc1 (centres undefined) | -2 |
| O=C(C1CCC(=O)N(C2CCCC2)C1)N1CCCCCCC1 (centres undefined) | -6 |
| Cc1ccc(NC(=O)c2cc(=O)c(OCc3ccccc3)c[nH]2)cc1C | -1 |
| COc1nc(OC)nc(-c2ccc(C(C)N3CCOCC3)cc2)n1 (centres undefined) | -18 |
| Cc1cc2n(n1)SC(Nc1ccc(F)c(Cl)c1)N2 (centres undefined) | -7 |
| Cc1ccccc1CC(=O)N1CCOC(Cc2ccccc2)C1 (centres undefined) | -6 |
| N#Cc1cc([N+](=O)[O-])ccc1NC1CCCC1 | -11 |
| CCc1nn(C)c(-c2nnc(C(F)(F)F)o2)c1Cl | -3 |
| CSC(=Nc1cccc([N+](=O)[O-])c1)SC | -4 |
| COc1ccc(C(=O)N2C[C@@H](O)[C@H](NCCc3cnc[nH]3)C2)cc1 | -15 |
| CC1CCC(NC(=O)c2nc(NCc3ccccc3)ncc2Cl)CC1 (centres undefined) | -12 |
| CCn1nc(CC(C)C)cc1C(=O)N1CCC(CCC(=O)NCC2CCCO2)CC1 (centres undefined) | -3&-1 |
| Fc1ccccc1CSC1=NCCN1 | -7 |
| O=C(Cc1csc(-n2cccc2)n1)NCCn1nc(-c2ccco2)ccc1=O | 4 |
| O=C(COc1cc(F)ccc1F)Nc1cccc(-n2cnnc2)c1 | -10 |
| NS(=O)(=O)c1cc(F)cc(NC(=O)N2CCc3ccccc3C2)c1 | -45 |
| O=c1c[n+]([O-])c2ccccc2n1OCc1ccccc1[N+](=O)[O-] | -11 |
| Cc1occc(=O)c1OC(=O)c1ccco1 | -3 |
| Cc1cc(C)cc(C2(C(=O)Nc3nc(C)c(SCC(N)=O)s3)CC2)c1 | -8 |
| NC(=O)c1cccnc1N1CCN(c2cccc(C(F)(F)F)c2)CC1 | -15 |
| COCCN1CCCC2(CCN(Cc3cnn(C)c3C)C2)C1 (centres undefined) | 3 |
| Cc1ccoc1C(=O)N1CCN(CC(=O)NC(C)(C)C)CC1 | -3 |
| O=C(NC(C1CC1)C1CC1)c1ccccc1Br | -15 |
| CCCN(CC(=O)Nc1cc(Cl)ccc1C#N)Cc1nc2ccsc2c(=O)[nH]1 | 3 |
| CC1=NC(C)=C(C#N)C(c2cc(Br)ccc2OC(F)F)C1C#N (centres undefined) | -11 |
| Cc1cccc(Nc2nc(N3CCOCC3)ncc2F)c1C | -13 |
| COc1ccc(C2c3c(n[nH]c3-c3cccc([N+](=O)[O-])c3)OC(=N)C2C#N)cc1 (centres undefined) | -10 |
| OCCCn1c(-c2ccccc2)cn2c3ccccc3nc12 | -4 |
| O=C(CCCN1CCC(c2ccccc2)C1)c1ccc2c(c1)OCCO2 (centres undefined) | 12 |
| CC(C)C(=O)NNC(=O)COc1ccc(C(C)(C)CC(C)(C)C)cc1 | -7 |
| Cc1nc2sc(C)c(C)n2c(=O)c1NC(=O)CCSc1ccccc1 | -6 |
| Cc1c(CC(=O)N2CCC3(CC2)CCN(Cc2ccccc2)C3=O)cnn1-c1ccccc1 | -4 |
| c1ccc(-c2csc(N3CCOCC3)c2-c2ccccc2)cc1 | -27 |
| COc1ccc(S(=O)(=O)Oc2cc(CNCC3CCCO3)ccc2OC)cc1 (centres undefined) | -4 |
| COc1ccc(-n2c(SC(C)c3ccccc3)nc3c(c2=O)SCC3)cc1 (centres undefined) | -4 |
| COC(=O)c1coc(CN2CCOC(c3ccc4cc(OC)ccc4c3)C2)n1 (centres undefined) | -3 |
| CCC(CO)N(Cc1ccco1)C(=O)c1cccnc1OC (centres undefined) | -5 |
| O=S(=O)(Nc1ccc(F)cc1)c1ccc(S(=O)(=O)N2CCOCC2)cc1 | -3 |
| COc1cc(-c2ccccc2)c2ccccc2n1 | -8 |
| CCn1nnc2cc(C(=O)OCC(=O)NC3CCC(C)CC3)ccc21 (centres undefined) | 2 |
| c1cc(CNc2nccn3ccnc23)ccn1 | 0 |

2 entries drawn at random from the list so far:
| canonical_smiles | mcGAS MS inh |
| --- | --- |
| COc1ccc(-n2c(SC(C)c3ccccc3)nc3c(c2=O)SCC3)cc1 (centres undefined) | -4 |
| CC(C)C(=O)NNC(=O)COc1ccc(C(C)(C)CC(C)(C)C)cc1 | -7 |

Later entries:
| canonical_smiles | mcGAS MS inh |
| --- | --- |
| Cn1cccc1C1CCCN1CC(=O)Nc1ccnn1C1CCCC1 (centres undefined) | -5 |
| Cc1ccc(C)c(-n2ncc3c2CCN(C(=O)c2ccc(Cl)nc2)C3)c1 | -3 |
| Cc1nnc(SCC(=O)N2CC3(C)CC2CC(C)(C)C3)s1 (centres undefined) | -10 |
| CN1CCC(NC(=S)NC2CCCCC2)CC1 | -6 |
| O=C(CCCc1c[nH]c2ccccc12)OCn1nnc2ccccc2c1=O | -34 |
| Cc1ncoc1C(=O)N1CCCC(C(=O)c2ccc(-c3ccccc3)cc2)C1 (centres undefined) | -7 |
| CC(=O)c1ccc(N2CCN(C(=O)C(C)Cc3c(C)nn(C)c3C)CC2)cc1 (centres undefined) | 2 |
| CCNC(=O)NC(=O)C(C)N(C)Cc1cccc(C#N)c1 (centres undefined) | -1 |
| N#CCC(=O)NNC(=O)c1cccs1 | -6 |
| CC1CCN(C(=O)COC(=O)c2cc(Br)c[nH]2)c2ccccc2S1 (centres undefined) | -9 |
| CCOC(=O)N1CCN(C(c2ccc(Cl)cc2)c2c(O)cc(C)n(Cc3ccco3)c2=O)CC1 (centres undefined) | -10 |
| COC(=O)COc1cc(OC)c(OC)c(OC)c1 | -4 |
| CC(=O)c1ccc(N2CCN(S(=O)(=O)c3ccccc3Br)CC2)cc1 | 0 |
| CC(=O)Nc1ccc(CN2CCC2(C)C(=O)NCc2cccc3ccccc23)cc1 (centres undefined) | -8 |
| N#Cc1c(N=CN2CCCCCC2)sc2c1CCCC2 | -4 |
| COC(=O)c1c(C)[nH]c(C(=O)C(C)OC(=O)c2cccn2C)c1C (centres undefined) | -2 |
| N#Cc1ccccc1COc1cccc(-c2nnco2)c1 | -3 |
| Nc1nc(CSc2ncnc3c2oc2ccccc23)nc(Nc2ccccc2)n1 | 16 |
| CCCC(O)=C1C(=O)CC(C)(C)CC1=Nc1ccccc1O | -5 |
| O=C(CSc1nnc(Cc2cccs2)n1C1CCCCC1)c1ccc(Cl)s1 | -7 |
| CC(C)c1ccc(CNC2CCN(C)CC2)cc1 | 0 |
| Cc1ccc(-c2cc(O)c3c(c2)CN(C(=O)CCCn2cncn2)CCO3)cc1 | -24 |
| Cc1cccc(OCCNC(=O)N2CCN(S(=O)(=O)c3ccccc3)CC2)c1 | 9 |
| COCCN(CC1CC1)S(=O)(=O)NCc1ccccc1 | -37 |
| O=c1cc[nH]c2c1ccc1c(=O)cc[nH]c12 | 19 |
| Cn1nnc2c(Nc3ccccc3F)ncnc21 | -9 |
| C=CCOC(=O)C1=C(C)N2CCSC2=C(C#N)C1c1ccco1 (centres undefined) | 1 |
| CC(C)Cn1c(=O)n(C)c(=O)c2cc(C(=O)c3cc(Cl)cc(Cl)c3O)cnc21 | 4 |

Not all compounds are listed (hit frequency here may not be typical).
